# Compound activity (PubChem BioAssay)
# PhoP GFP inhibition: Inhibition of PhoP regulon, Salmonella typhi GFP reporter cells, confirmation, 4 h (AID 1850). Salmonella Typhi PhoP-promoter GFP reporter, fluorescence, 4 h; higher % means a stronger effect. 310,000 tested, 0.33% active. inhibition, % at 50 µM; hits with a dose series show IC50 in µM; in the data active = a potency from the dose series; inconclusive = inhibition mostly from about 25% at the one dose, without a potency; inactive = the rest, 99 in 100 with inhibition below about 19%;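 note: 0% = induced wells with vehicle and 100% = uninduced wells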
# inhibitors of VEEV: inhibitors of VEEV TC-83 cytopathic effect, confirmation, Vero cells (AID 588727); Vero cells, VEEV TC-83 cytopathic effect inhibition; higher % means a stronger effect; inhibition, % at 20 µM; hits with a dose series show IC50 in µM; 350,000 tested, 0.13% active; in the data active = a potency from the dose series; inconclusive = inhibition mostly from about 14% at the one dose, without a potency; inactive = the rest, 99 in 100 with inhibition below about 12%; note: strong numbers were not always called active
# H1N1 NS1A inhibition: H1N1 influenza NS1A inhibitors, functional cell based assay (AID 504329). NS1A functional cell-based assay, percent inhibition; higher % means a stronger effect. 340,000 tested, 0.3% active. one-dose inhibition, % at 12.5 µM; IC50 in µM for titrated hits; in the data active = a potency from the dose series; inconclusive = inhibition above about 27% without an active follow-up result; note: strong numbers were not always called active
# M. tuberculosis: growth inhibition of non-replicating M. tuberculosis (AID 488890); inhibition, % at 25 µM; hits with a dose series show IC50 in µM; 320,000 tested, 0.39% active; Mycobacterium tuberculosis non-replicating, growth inhibition; higher % means a stronger effect; in the data active = a potency from the dose series; inconclusive = inhibition mostly from about 82% at the one dose, without a potency; inactive = the rest, 99 in 100 with inhibition below about 76%;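 note: plate controls were DMSO cells for no effect and high antibiotic wells for full effect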
# M. tuberculosis HTS: M. tuberculosis growth inhibition, HTS (AID 449762) | M. tuberculosis H37Rv growth inhibition, 7H9 media; higher % means a stronger effect | one-dose inhibition, % at 25 µM; IC50 in µM for titrated hits | 330,000 tested, 0.59% active; in the data active = a potency from the dose series; inconclusive = inhibition above about 70% without an active follow-up result;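 note: bacterial growth assessed after seven days of incubation; strong numbers were not always called active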
# inhibitors of VEEV 10K pilot screen: second read-out of inhibitors of VEEV, no call of its own (marks repeat the call); inhibition, %; measured here: 10K pilot screen inhibition
# * = called active by the depositor; i = inactive; ? = inconclusive; nt = not tested or not shown. Rows are unselected; about 1.5% have a hit in one of these screens.
SMILES,PhoP GFP inhibition,inhibitors of VEEV,H1N1 NS1A inhibition,M. tuberculosis,M. tuberculosis HTS,others
Cc1nc(Oc2cccc(Cl)c2)c2oc3ccccc3c2n1,-2%,0.5%,3%,-3%,5%,
CN(c1ccc(C(=O)Nc2ccc(CC#N)cc2)cc1)S(C)(=O)=O,5%,0.8%,-6%,-10%,-10%,
COc1ccccc1N1C(=O)C(=O)N(C)C1=O,-12%,3.9%,4%,0%,5%,
Cc1cc(=O)[nH]c(NCc2ccccc2)n1,-1%,i,14%,-11%,6%,
CC(C)COc1ccc(Cc2cnc(N)nc2N)cc1,16%,0.7%,-9%,43%,5%,
C=CCn1c(SCC(N)=O)nc(C)cc1=O,-7%,0.1%,-6%,-7%,-8%,
COc1cc2[nH]c(-c3ccc(C)cc3)cc(=O)c2cc1OC,-4%,7.6%,14%,18%,-1%,
CC(=O)NCCC(=O)Nc1nc(-c2c[nH]c3ccccc23)cs1,nt,6.2%,12%,nt,nt,
Cc1ccc(Cl)cc1NC(=O)COC(=O)C1CCCCC1,-12%,0.3%,-5%,nt,-7%,
Cc1cc(C)c(S(=O)(=O)Nc2ccc(N(C)C)cc2)c(C)c1-n1cnnn1,-6%,5.9%,2%,12%,-6%,
NC(N)=N/N=C/c1ccc(N(c2ccccc2)c2ccccc2)cc1,14%,i,-36%,?,11µM*,
C/C(=N\NC(=O)C1CC1)c1ccc(NC(=O)c2ccc(Br)o2)cc1,-4%,nt,nt,6%,1%,
OCc1nc2ccc(Cl)cc2[nH]1,-1%,6.1%,-5%,-3%,-7%,
C=C1C(=O)OC2CC1C(O)CC(C)=CCCC(C)=CC(O)CC2C (stereo not given),nt,2.4%,-27%,nt,nt,
CCc1ccc(-c2nc(CN3CCCC(C(=O)O)C3)c(C)o2)cc1 (stereo not given),-13%,0.2%,3%,nt,-6%,
O=C(NCC(=O)N1CCC2(CC1)NCCc1[nH]cnc12)c1ccc(F)cc1,10%,0.2%,-5%,2%,1%,
CS(=O)(=O)c1nc(S(=O)(=O)c2ccc(Cl)cc2)c(NCCCN2CCCC2=O)s1,-2%,0.3%,3%,-2%,2%,
CCN1C(=O)[C@H]2[C@@H](c3ccc(OC)cc3)N3C(=O)CN(Cc4ccccc4)C(=O)[C@@]3(Cc3ccccc3)[C@H]2C1=O,-4%,0.3%,-6%,8%,-10%,
O=C(Nc1nnc(Cc2c[nH]c3ccccc23)s1)c1ccc(Cl)cc1Cl,7%,0.9%,-5%,42%,-1%,
C[C@H](CO)N1C[C@H](C)[C@@H](CN(C)C(=O)NC2CCCCC2)Oc2c(NC(=O)Cc3ccccc3)cccc2C1=O,nt,i,-12%,nt,0%,
COc1cc(CN(C)Cc2ccccc2)cc(OC)c1O,8%,0.6%,4%,20%,3%,
COc1ccc(CCNc2nc(-c3cccc(NC(C)=O)c3)cs2)cc1OC,4%,10%,4%,0%,6%,
O=C(NCc1cccnc1)c1ccc(CS(=O)(=O)c2ccc(Cl)cc2)o1,9%,i,-5%,-29%,-13%,
CC(=O)Oc1ccc(C(=O)NC(C)CCc2ccccc2)cc1 (stereo not given),1%,0.7%,-3%,60%,3%,
CCOc1cc(Br)ccc1S(=O)(=O)N1CC(C)OC(C)C1 (stereo not given),1%,i,0%,-2%,-13%,
CC(C)(C)c1cc(C(=O)NCc2ccccc2)ccn1,1%,0.1%,7%,38%,6%,
COC(=O)c1cc2c(=O)c3ccccc3oc2nc1/C=C/N(C)C,2%,1.3%,-32%,-4%,3%,
CNc1nc(N)c([N+](=O)[O-])c(Nc2cccc(Cl)c2)n1,-4%,0.1%,nt,17%,-9%,
COC(=O)[C@@H]1C[C@@]2(O)[C@H](O)[C@H](O)[C@H](O)C[C@H]2N1Cc1ccccc1OS(=O)(=O)c1ccc(C)cc1,-1%,i,10%,2%,2%,inhibitors of VEEV 10K pilot screen=0.1
COc1ccc(N2CCN(CCNC(=O)CCNS(=O)(=O)c3cccs3)CC2)cc1,0%,1.0%,-1%,15%,8%,inhibitors of VEEV 10K pilot screen=0.5
CCOC(=O)C(=CNc1cc(C)nn1-c1ccc(C)cc1)C(=O)OCC,-4%,i,6%,17%,9%,
O=C(COC(=O)c1cccnc1Cl)Nc1cc(S(=O)(=O)N2CCCCCC2)ccc1Cl,nt,7.5%,-9%,nt,nt,
CC(C)CC(=O)NN(C)c1nc(-c2ccccc2)nnc1C(F)(F)F,16%,1.7%,1%,-4%,-3%,
COC(=O)c1ccc(CSc2nnc(NC(C)C)s2)o1,6%,2.1%,10%,11%,-9%,
O=C(COC(=O)COc1ccc(Br)cc1)NCC1CCCO1 (stereo not given),nt,0.9%,4%,21%,1%,
O=C(c1cccc(S(=O)(=O)N2CCOCC2)c1)N(Cc1ccc(F)cc1)Cc1ccco1,0%,1.0%,-2%,15%,-6%,
COc1cccc(NC(=O)Nc2ccccc2C(N)=O)c1,0%,0.3%,-1%,-2%,-11%,
O=C(CSc1ccccc1)Nc1ccc(Cl)c(S(=O)(=O)N2CCOCC2)c1,nt,i,4%,-5%,-2%,
Cc1ccccc1C(=O)NC1CCN(Cc2ccccc2)CC1,-8%,i,5%,-4%,6%,
COc1ccc(-c2[nH]ncc2CN2CCN(C(=O)c3ccco3)CC2)cc1F,3%,0.4%,-7%,6%,-2%,
CCC1CCCCN1C(=O)CSc1nnc(-c2ccc3c(c2)OCCO3)o1 (stereo not given),15%,6.1%,-5%,21%,9%,
CCOC(=O)c1c(-c2ccccc2)oc2cc(CN(C)C)c(O)c(CN(C)C)c12,-7%,2.3%,12%,23%,-8%,
CC(=O)OCC1=C(C(=O)O)N2C(=O)C(NC(=O)CC(C)c3ccccc3)C2SC1 (stereo not given),nt,0.5%,-10%,48%,-18%,
CCN(CC)S(=O)(=O)c1cc([N+](=O)[O-])ccc1NNC(=O)Nc1ccccc1,-1%,nt,nt,18%,4%,
CCN(C(=O)COC(=O)/C=C/c1c(C)nn(-c2ccccc2)c1C)C1CCS(=O)(=O)C1 (stereo not given),8%,1.4%,-2%,-12%,5%,
Cc1nn(C(C)C(=O)N2CCCCC2)c(=O)c2c1sc1ccccc12 (stereo not given),3%,8.4%,-6%,-4%,6%,
Cc1nc(N2CCCCCC2)c2ccccc2n1,8%,1.1%,-4%,30%,-1%,
CC(C)NC(=O)CN1C(=O)CSc2ccc(S(=O)(=O)N3CCCC3)cc21,-4%,i,1%,-1%,-4%,
CCc1ccc(/C=C\C(=O)N2CCc3ccccc3C2)cc1,-12%,i,3%,42%,4%,
CCOc1ccc(C(=O)CCC(=O)N(CC)CC(=O)NCc2cccs2)cc1,-6%,0.5%,11%,7%,-3%,
O=C(NC1CCSC1=O)C1CC(=O)N(c2ccc(F)cc2)C1 (stereo not given),-6%,1.1%,8%,-5%,25%,
O=[N+]([O-])c1cccc(COc2cccc(CN3CCOCC3)c2)c1,nt,i,-3%,nt,nt,
C/C(=N\N1CCCCCC1)c1c(O)n(-c2ccccc2)c(=O)[nH]c1=O,9%,4.4%,-4%,-5%,-6%,
O=C(CCn1c(=O)[nH]c2ccsc2c1=O)N1CCN(c2cccc(Cl)c2)CC1,-7%,6.6%,11%,27%,8%,
COc1ccc(C(=O)COC(=O)c2cc(=O)c3ccccc3o2)cc1,nt,i,-1%,3%,3%,
CNC(=O)c1ccc(-c2ccc(OC)cc2)s1,-2%,3.9%,2%,48%,3%,
COc1cc(OC)cc(-c2cc3cc(F)ccc3cn2)c1,nt,2.0%,-1%,32%,7%,
O=C(CN1CCc2ccccc2C1)NCc1ccco1,-4%,2.2%,-2%,22%,2%,
COc1ccc(CCNC(=O)CSC(=O)c2ccccc2)cc1OC,-4%,0.6%,0%,20%,-8%,
CCN(c1cccc(C)c1)S(=O)(=O)c1c(C)[nH]c(C)c1C(=O)N1CCCCC1,2%,3.6%,7%,-14%,1%,
# The list continues:
SMILES,PhoP GFP inhibition,inhibitors of VEEV,H1N1 NS1A inhibition,M. tuberculosis,M. tuberculosis HTS,others
O=C(COC(=O)c1ccccn1)NCCCc1ccccc1,2%,0.1%,-4%,18%,-9%,
CC1CC(C)CN(S(=O)(=O)c2ccc(C(=O)Nc3nnc(-c4cccs4)o3)cc2)C1 (stereo not given),4%,0.4%,-3%,?,?,
COc1cc(/C=N/NC(=O)Nc2cccc3nsnc23)cc(OC)c1OC,nt,11%,-3%,nt,nt,
CCC/C=N/O,nt,2.1%,-3%,3%,1%,
O=C(/C=C/c1ccccc1Cl)NC1CCS(=O)(=O)C1 (stereo not given),0%,0.9%,-10%,4%,-2%,
CCc1ccccc1NC(=O)CNC(=O)c1ccccc1OCc1c(C)noc1C,-2%,3.6%,-12%,-9%,-2%,
c1ccc(OCCCCn2cnc3ccccc32)cc1,-8%,0.3%,-28%,68%,4%,
O=C(C(=C1N(Cc2ccc(Cl)nc2)CCN1Cc1ccc(Cl)nc1)[N+](=O)[O-])C(Cl)Cl,-9%,0.9%,-8%,16%,1%,
CC(Oc1ccc(Br)cc1)C(=O)N1CCC(C(N)=O)CC1 (stereo not given),2%,1.2%,0%,-3%,-7%,
CCOC(=O)COn1c(-n2nc(C)cc2C)nc2ccccc2c1=O,-9%,2.3%,-7%,75%,?,
Cc1cccc(Nc2nc(-c3ccc(O)c(O)c3)cs2)n1,-6%,1.4%,13%,-9%,5%,
COc1ccc(S(=O)(=O)N2CCC(C(=O)N[C@@H](C)C(=O)NC3CCCC3)CC2)cc1,-3%,0.5%,0%,-5%,1%,
c1ccc(CCCNc2ncnc3nc[nH]c23)cc1,18%,1.4%,-44%,nt,3%,
Cc1ccc(S(=O)c2snnc2C)cc1 (stereo not given),12%,2.8%,-4%,-5%,-2%,
S=C(NCc1ccccc1)N1CCN(C2CCCCC2)CC1,10%,0.1%,-12%,6%,-1%,

# Arranged by length of the SMILES (smallest number first): some entries from above.
SMILES,PhoP GFP inhibition,inhibitors of VEEV,H1N1 NS1A inhibition,M. tuberculosis,M. tuberculosis HTS,others
O=C(COC(=O)c1ccccn1)NCCCc1ccccc1,2%,0.1%,-4%,18%,-9%,
O=C(/C=C/c1ccccc1Cl)NC1CCS(=O)(=O)C1 (stereo not given),0%,0.9%,-10%,4%,-2%,
CCc1ccccc1NC(=O)CNC(=O)c1ccccc1OCc1c(C)noc1C,-2%,3.6%,-12%,-9%,-2%,

# Further records:
SMILES,PhoP GFP inhibition,inhibitors of VEEV,H1N1 NS1A inhibition,M. tuberculosis,M. tuberculosis HTS,others
COCCCNC(=O)/C(=C\c1cccn1C)NC(=O)c1cccs1,3%,i,-3%,6%,-4%,
CCCn1c(SCC(=O)NC)nc2sc3c(c2c1=O)CCC3,9%,0.1%,-12%,5%,0%,
C[C@]12CCC3C(CCC4=C/C(=N/OCC(=O)NC(CCC(=O)O)C(=O)O)CC[C@@]43C)C1CCC2O (stereo not given in full),0%,0.5%,-1%,-23%,-7%,
C[C@@H](CN1C2=NC[C@H](Cc3ccccc3)N2C[C@H]1Cc1ccc(O)cc1)NC(=O)CCC1CCCCC1,2%,i,13%,?,?,inhibitors of VEEV 10K pilot screen=0.6
C=C(C(=O)Oc1ccccc1C(C)(C)C)c1ccccc1,nt,nt,nt,36%,7%,
Nc1c(C(=O)O)nnn1Cc1ccccc1,2%,0.7%,-4%,4%,-10%,
Cc1ccc(OCC(=O)Nc2ccc(F)cc2)cc1,12%,0.6%,-5%,?,0%,
CCOc1ccccc1Nc1nc(N)nc(CSc2nncn2C)n1,-12%,1.1%,1%,-8%,-9%,
COc1ccc(C(C)NC(=O)c2ccncc2)cc1OC (stereo not given),-6%,2.0%,-11%,6%,2%,
COc1ccc(C2=NOC(C(=O)Nc3cc(C)nn3-c3ccccc3)C2)cc1OC (stereo not given),-1%,2.5%,-10%,2%,-3%,
CC(=O)c1cc2c(cc1NS(=O)(=O)c1ccc(F)cc1)OCO2,1%,0.9%,11%,3%,-10%,
COc1ccc(-c2ocnc2C(=O)N2CCN(C(=O)C(c3ccccc3)c3ccccc3)CC2)cc1,4%,i,11%,30%,2%,
N#Cc1ccc(CSc2nnc(Cc3cccs3)n2Cc2ccco2)cc1,-2%,6.8%,-25%,11%,2%,
COc1ccc2oc(/C=C/N(C)C)c(C(=O)c3ccc(Cl)cc3)c2c1,-15%,i,11%,17%,5%,
CCCN1CCCc2ccccc21,-16%,0.7%,-4%,-4%,0%,
COc1ccc2occ(C(C)=O)c2c1,-8%,0.2%,-9%,-6%,-1%,
COc1ccccc1-c1nnc2sc(-c3ccc(N(C)C)cc3)nn12,-5%,9.4%,-4%,21%,-3%,
